Screening results deposited in PubChem by National Center for Advancing Translational Sciences (NCATS).
MmCpn inh = blocks the Methanococcus maripaludis chaperonin Mm-Cpn | purified Mm-Cpn ATPase, ADP Transcreener TR-FRET | Potency, µM (highest dose often 76.9 µM), without a hit: at the top dose activity, negative = inhibition, hits mostly inhibitors | actives 0.031% (n = 330,000) | AID 504842; further: potency means the concentration at half of the fitted maximal effect; on the % scale 0 is the no-effect control and ±100 the full control effect; nearly all actives have a fitted effect of over 80% in size
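ATPase turnover read by TR-FRET ADP competition (Eu cryptate antibody/ADP-d2, 665/590 nm): 10uM ATP final, 25nM Mm-CPN final, 30 min 37degC after 10-min compound preincubation, pH 7.4 Tris/KCl/MgCl2/DTT buffer.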
EPAC1 antagonist = blocks human EPAC1 exchange factor; actives 0.14% (n = 360,000); Potency, µM (titrated, usually from 115 µM), without a hit: at the highest dose activity change, negative = inhibition, hits mostly inhibitors; EPAC1 GEF assay, Rap1b-BODIPY-GDP exchange fluorescence; AID 720709; O95398;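 further: potency means the concentration at half of the fitted maximal effect; plate controls were vehicle for no effect and positive control for full effect; nearly all actives have a fitted effect of over 50% in size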
PI5P4K alpha inh = PI5P4K alpha (human) kinase inhibition | PI5P4Kalpha enzyme, ADP-Glo luminescence, 60 min; active compounds read low | max response, % | actives 1.2% (n = 330,000); active means max response of -50% or lower; inconclusive means between -30% and -50%; inactive means -30% or higher; further: value at the top dose of about 77 µM; on the % scale 0 is the no-effect control and ±100 the full control effect
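qHTS, 1536-well: enzyme/substrate mix, compound by pin tool, 5 microM ATP final; RT 60 min; ADP-Glo reagents 1 (45 min) then 2 (30 min); luminescence.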
CCT modulator = modulators of cytosolic chaperonin (CCT/TRiC) activity. AID 651819. actives 0.3% (n = 360,000). activity change, % (test concentration not listed), hits read low. purified chaperonin ATPase assay, HTRF ADP detection, 30 min; in the data active means activity change below about -30%; further: on the % scale 0 is the no-effect control and ±100 the full control effect
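Nucleotide hydrolysis assay: TRiC at 20–40 nM final (set by batch activity) with 10 uM ATP, 30 min at 37 °C, in presence of 76 uM compound. Detection by competitive ADP HTRF, 30 min ambient.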
WRN helicase inh = blocks human WRN helicase; Q14191; WRN helicase unwinding, fluorescent forked duplex, kinetic; Potency, µM (titrated, usually from 114 µM), inactives show top-dose activity change, negative = inhibition, actives largely listed as inhibitors; actives 0.46% (n = 360,000); AID 651768; further: potency means the concentration at half of the fitted maximal effect; on the % scale 0 is the no-effect control and ±100 the full control effect; nearly all actives have a fitted effect of over 55% in size
Target sequence (Q14191 whole entry, looked up): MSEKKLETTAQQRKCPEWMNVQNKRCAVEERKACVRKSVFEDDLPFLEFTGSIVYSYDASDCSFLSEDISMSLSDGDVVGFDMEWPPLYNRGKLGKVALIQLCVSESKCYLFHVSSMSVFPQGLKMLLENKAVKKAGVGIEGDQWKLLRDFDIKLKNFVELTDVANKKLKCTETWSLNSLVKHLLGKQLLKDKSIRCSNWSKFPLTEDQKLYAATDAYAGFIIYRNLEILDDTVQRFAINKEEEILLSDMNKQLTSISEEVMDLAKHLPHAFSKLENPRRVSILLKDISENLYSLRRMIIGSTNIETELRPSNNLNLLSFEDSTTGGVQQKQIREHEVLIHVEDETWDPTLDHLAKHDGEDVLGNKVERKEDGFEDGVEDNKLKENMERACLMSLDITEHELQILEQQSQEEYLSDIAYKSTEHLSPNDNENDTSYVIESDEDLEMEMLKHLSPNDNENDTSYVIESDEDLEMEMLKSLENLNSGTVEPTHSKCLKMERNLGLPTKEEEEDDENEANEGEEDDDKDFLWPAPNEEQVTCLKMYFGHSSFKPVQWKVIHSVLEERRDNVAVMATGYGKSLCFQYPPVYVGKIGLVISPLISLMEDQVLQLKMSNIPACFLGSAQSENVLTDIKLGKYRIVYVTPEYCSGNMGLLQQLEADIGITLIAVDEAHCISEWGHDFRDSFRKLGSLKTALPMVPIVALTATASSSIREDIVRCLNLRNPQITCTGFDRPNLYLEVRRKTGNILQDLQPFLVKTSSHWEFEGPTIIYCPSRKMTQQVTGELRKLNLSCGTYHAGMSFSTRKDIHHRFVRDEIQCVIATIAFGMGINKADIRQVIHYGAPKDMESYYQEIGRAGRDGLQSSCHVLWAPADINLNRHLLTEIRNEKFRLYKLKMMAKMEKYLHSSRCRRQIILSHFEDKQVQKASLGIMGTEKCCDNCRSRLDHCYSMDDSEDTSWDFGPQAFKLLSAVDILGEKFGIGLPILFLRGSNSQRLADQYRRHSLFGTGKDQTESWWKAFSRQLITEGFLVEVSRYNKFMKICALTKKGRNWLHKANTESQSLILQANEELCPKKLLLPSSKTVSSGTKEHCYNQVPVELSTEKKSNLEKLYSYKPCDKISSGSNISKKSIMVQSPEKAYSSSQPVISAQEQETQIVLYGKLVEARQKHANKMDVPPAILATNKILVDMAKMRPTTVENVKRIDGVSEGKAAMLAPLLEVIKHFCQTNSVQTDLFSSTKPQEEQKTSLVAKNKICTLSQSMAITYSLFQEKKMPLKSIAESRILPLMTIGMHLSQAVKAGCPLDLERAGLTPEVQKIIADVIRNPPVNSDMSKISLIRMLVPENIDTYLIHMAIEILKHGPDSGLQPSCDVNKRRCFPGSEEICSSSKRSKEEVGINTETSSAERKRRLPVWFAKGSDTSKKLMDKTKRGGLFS
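Primary qHTS, 1536-well format. 20 nM WRN + compound, 15 min RT; start with 100 nM forked fluorophore/quencher duplex, 2 mM ATP (final); kinetic read ex 525/em 598 nm.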
EPAC2 antag = EPAC2 (human) antagonism | Q8WZA2 | Potency, µM (top dose mostly 114 µM), inactives show at the top dose activity, negative = inhibition, usual class: inhibitors | actives 0.18% (n = 360,000) | AID 720708 | EPAC2 GEF exchange of Rap1B-BODIPY-GDP, fluorescence; further: potency means the concentration at half of the fitted maximal effect; on the % scale 0 is the no-effect control and ±100 the full control effect; nearly all actives have a fitted effect of over 45% in size; many of its hits are not listed in these tables
PLK1 PBD block = blocks phosphopeptide binding to human PLK1 polo-box domain; Plk1 PBD binding of FITC phosphopeptide, fluorescence polarization; Potency, µM, inactives show max response, negative = inhibition, hits mostly inhibitors; actives 2.8% (n = 360,000); AID 720504; further: potency means the concentration at half of the fitted maximal effect; series mostly up to about 57 µM; on the % scale 0 is the no-effect control and ±100 the full control effect; nearly all actives have a fitted effect of over 65% in size
EPAC1 ag = EPAC1 (human) agonism. EPAC1 agonist qHTS, biochemical assay; response scale: 100% = response to 6.5 mM cAMP. Potency, µM (doses to about 154 µM), for inactives: at the top dose activation, usual class: activators. actives 0.073% (n = 360,000). AID 720707; further: potency means the concentration at half of the fitted maximal effect; nearly all actives have a fitted effect of over 60% in size
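Nucleotide exchange by EPAC1 (100 nM) on Rap1B–BODIPY-GDP (250 nM) in the presence of 50 uM GDP is tracked fluorescently at 480/540 nm over 30 min. Signals are normalized to a 6.5 mM cAMP control.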
Starred values were filed as active, the others as inactive; ? = inconclusive; · = no result given; [ ] = another dose, or the depositor's remark. Unless noted, the call rests on the fitted dose curve; in most records, active means well fitted curve in the direction sought with a large enough effect; inconclusive means small, poorly fitted or top-dose-only effect, or another doubt; inactive means no such curve, though single readings can be large; an effect the other way counts as inactive or inconclusive.

No.	SMILES	WRN helicase inh	MmCpn inh	EPAC2 antag	PI5P4K alpha inh	CCT modulator	PLK1 PBD block	EPAC1 ag	EPAC1 antagonist
1	COc1cccc(-n2nnc3c(=O)n(CC(=O)NCC4CCCO4)cnc32)c1 (stereo not given)	9%	-3%	14%	-3	-3.0	2%	8%	8%
2	CCCCCCNC(=O)C(=O)NCCc1ccc(Cl)cc1	2%	0%	6%	5	-3.4	-1%	3%	-3%
3	O=C1NC[C@H](Cc2ccc(O)cc2)N(C[C@@H]2CCCN2C[C@H](Cc2ccccc2)N2C[C@H](Cc3ccccc3)N(CC3CCCCCC3)C(=O)C2=O)C1=O	-5%	·	-18%	-16	-8.9	-6%	-3%	-8%
4	CCN(Cc1ccccc1)C(=O)c1cc(-c2ccc(OC)c(OC)c2)nc2ccccc12	-13%	1%	8%	11	0.4	3%	8%	8%
5	COc1ccc(-c2cc3nc(NCCCN(C)C)n(C)c(=O)c3s2)c(C)c1	-5%	·	-9%	-18	-0.8	-14%	2%	-15%
6	COc1ccc(C(=O)NC2CCCCCC2)cc1S(=O)(=O)Nc1ccc(Br)cc1	-13%	1%	-1%	-9	0.2	-3%	1%	-5%
7	Cc1ccc(C(C)C)c(OCC(=O)NS(=O)(=O)c2ccc(Cl)cc2)c1	-19%	2%	-7%	0	-3.1	-9%	3%	-3%
8	CCNC(=O)C1CCCN1S(=O)(=O)c1ccc(OC)cc1 (stereo not given)	11%	·	-1%	·	-2.0	-7%	0%	-3%
9	CCCCCn1c(SCCc2ccccc2)nc2c1c(=O)[nH]c(=O)n2C	0%	2%	-3%	-4	-0.5	-9%	12%	2%
10	COc1cccc(C(N)=O)c1	-8%	·	7%	1	1.8	0%	10%	-8%
11	CC(C)OCCCNC(=O)c1cc(S(=O)(=O)N2CCCCC2)c[nH]1	1%	1%	3%	1	-0.5	3%	-30%	18%
12	COc1ccc2cc(-c3nc4ccccc4n3C)c(=O)oc2c1	-23%	-4%[15.4 µM]	16%	·	3.6	3%	3%	-2%
13	O=C(c1ccoc1)N1CCCC(CO)(CCCc2ccccc2)C1 (stereo not given)	6%	0%	-1%	-2	-0.7	-5%	-16%	-1%
14	Cc1ccc[n+](CC(=O)Nc2cc(C(F)(F)F)ccc2N2CCOCC2)c1	-6%	-2%	-1%	0	-1.8	-20%	7%	-4%
15	CN(C)c1ccc(N=Nc2cccc(F)c2)cc1	6%	0%	-24%	56	0.7	-11%	6%	-6%
16	O=C(NC1CCCN(c2ccc(C(F)(F)F)cn2)C1)c1ccncc1 (stereo not given)	-3%	2%	2%	2	-0.2	3%	-3%	-9%
17	CCOC(=O)C1CCN(Cc2cc(=O)n3c(-c4ccccc4)csc3n2)CC1	2%	-7%	0%	2	-1.9	-8%	4%	-9%
18	Cc1ccccc1C(=O)NCC(=O)NNC(=O)c1cccc(Cl)c1	-3%	1%	-3%	6	-6.0	-4%	16%	-12%
19	Cc1cc(C)n(CCC(=O)N=Nc2c(O)[nH]c3ccccc23)n1	3%	3%	5%	0	-1.3	3%	10%	-8%
20	CN(C)c1ccc(C2OC(=O)C(C)(C)C(=O)C2(C)C)cc1 (stereo not given)	0%	0%	-2%	11	-0.9	-9%	4%	7%
21	O=C(O)c1ccc(CNCc2ccc(Cl)cc2)cc1	-1%	-2%	-2%	0	2.3	6%	3%	5%
22	Cc1ccc(CNC(=O)c2cc3c(-c4ccc(Cl)cc4)nn(C)c3s2)o1	2%	-17%	-6%	-7	-0.6	-9%	-3%	-25%
23	C(=C\c1ccc2ccccc2n1)/c1ccccc1	-4%	1%	-8%	-6	-1.4	4%	5%	-14%
24	Cc1cc(Br)cc(C)c1NC(=S)NC(=O)CC(C)C	-6%	4%	-1%	1	-3.2	-16%	-4%	-4%
25	O=C(NCCCN1CCCC1=O)C(=O)NCC1OCCCN1S(=O)(=O)c1cc(F)ccc1F (stereo not given)	6%	0%	-3%	8	-0.6	0%	-26%	-11%
26	Cc1nc(-c2ccccc2)sc1C1(C)CC(c2ccccc2F)=NO1 (stereo not given)	3%	·	-11%	10	-1.1	-17%	3%	-1%
27	CCSc1nnnn1-c1ccccc1	10%	1%	-1%	-1	-1.3	-5%	0%	-17%
28	CSC1=N/C(=C\c2ccc(C)cc2)C(=O)S1	-2%	2%	-1%	8	0.2	-3%	13%	-1%
29	O=C(NCCCNC(=O)c1ccc(F)cc1)c1ccc(F)cc1	8%	1%	2%	0	-4.1	-1%	1%	-23%
30	CCc1ccc2oc(=O)cc(CN3CCC(C)CC3)c2c1	-11%	0%	-3%	-1	0.4	-1%	-5%	-13%
31	N#Cc1ccccc1NC(=O)CSc1nnc(-c2ccccc2)n1-c1ccccc1	1%	0%	-15%	3	-1.8	-3%	7%	-26%
32	O=C(COC(=O)CCC(=O)c1cccs1)Nc1ccccc1C(F)(F)F	6%	-2%	7%	0	-0.6	-14%	3%	-14%
33	C=C(C)Cn1c(CNC(C)=O)nc2ccccc21	3%	1%	-9%	3	2.1	6%	-3%	-12%
34	COC(=O)C1=C(C)NC(=O)CC1c1ccc(C(=O)OC)cc1 (stereo not given)	-3%	-8%	4%	3	-1.8	-3%	-2%	8%
35	Cc1nn(C(C)C(=O)NCCc2ccccc2)c(=O)c2cc3occc3n12 (stereo not given)	1%	-1%	6%	10	0.0	-6%	8%	4%
36	COC(=O)CN1C(=O)[C@H]2[C@@H](c3ccc(C)o3)N3C(=O)CN(Cc4ccccn4)C(=O)[C@@]3(Cc3ccccc3)[C@H]2C1=O	-3%	2%	-6%	-4	-0.6	-8%	-24%	-14%
37	Oc1c(Br)cc(Br)cc1/C=N/n1c(-c2ccccc2)n[nH]c1=S	-18%	-6%	-14%	-54*	-4.6	?	0%	-6%
38	COc1ccc(NC(=O)c2ccco2)cc1S(=O)(=O)N1CCOCC1	-27%	0%	-6%	-4	-0.6	-8%	5%	-2%
39	Cc1ccc(N2C(=O)CC(Sc3ncccc3C(=O)O)C2=O)cc1 (stereo not given)	2%	-1%	3%	8	-2.0	2%	2%	19%
40	O=C(NCCCCCCNC(=O)OC1CCS(=O)(=O)C1)OC1CCS(=O)(=O)C1 (stereo not given)	6%	3%	7%	-5	-1.0	-28%	2%	1%
41	O=C(c1ccc(Cl)nc1)N1CCC(Cc2ccccc2)CC1	3%	1%	-13%	17	2.0	5%	-7%	-10%
42	CCN1C(=O)/C(=C\c2ccco2)C(C(=O)OC)=C1C	1%	-1%	6%	-3	0.2	-3%	-4%	-2%
43	Cc1ccc(NC(=O)CSc2nc(N)cc(=O)[nH]2)cc1S(=O)(=O)N1CCCCCC1	-8%	-3%	6%	-2	-0.1	-17%	14%	-17%
44	CC(NC(N)=O)C(=O)Nc1ccc(Cl)c(S(=O)(=O)Nc2ccc(Br)cc2)c1 (stereo not given)	-11%[57.1 µM]	5%	-12%	-18	0.2	-5%	1%	?
45	O=C(c1cc(COc2cccc(C(F)(F)F)c2)on1)N1C[C@@H]2CCC[C@H]1C2	-7%	4%	-9%	20	-3.8	1%	-4%	-27%
46	CC1(C)CC(N2CCCC2)=CC(=[N+]2CCCCC2)C1	3%	-1%	-6%	-4	-2.4	-18%	0%	5%
47	CC(=O)Nc1nonc1-n1nnc(C(=O)NCc2ccccc2)c1C	0%	-2%	-8%[57.1 µM]	-5	0.0	-1%	4%	-12%
48	Cc1ccc(CC2C(=O)N(c3cc(C)ccc3C)C(=O)C2C)cc1 (stereo not given)	-2%	0%	-16%	-6	0.3	-4%	3%	-5%
49	CCCOC(=O)Nc1sc2c(c1C(=O)OCC)CCC2	-19%	2%	-10%	·	-2.1	-6%	8%	-1%
50	COc1ccc(CN2C(=O)C(CC(=O)NCC3CCCCC3)CC(C(=O)N3CCOCC3)=C2C)cc1 (stereo not given)	8%	·	7%	-2	0.2	-1%	-8%	11%

Single records (already shown):
`Cc1cc(Br)cc(C)c1NC(=S)NC(=O)CC(C)C` is listed as WRN helicase inh = -6%; MmCpn inh = 4%; EPAC2 antag = -1%; PI5P4K alpha inh = 1; CCT modulator = -3.2; PLK1 PBD block = -16%; EPAC1 ag = -4%; EPAC1 antagonist = -4%
`C(=C\c1ccc2ccccc2n1)/c1ccccc1` is listed as WRN helicase inh = -4%; MmCpn inh = 1%; EPAC2 antag = -8%; PI5P4K alpha inh = -6; CCT modulator = -1.4; PLK1 PBD block = 4%; EPAC1 ag = 5%; EPAC1 antagonist = -14%

Next compounds
No.	SMILES	WRN helicase inh	MmCpn inh	EPAC2 antag	PI5P4K alpha inh	CCT modulator	PLK1 PBD block	EPAC1 ag	EPAC1 antagonist
51	Cc1c(C(=O)N2CCN(c3ccc(F)cc3)CC2)sc2nc(-c3ccccc3)cn12	-10%	-1%	-10%	·	0.7	2%	6%	-6%
52	CN(CCOc1ccccc1)CC(=O)Nc1ccc([N+](=O)[O-])cc1Cl	-7%	0%	-7%	1	-0.1	-14%	11%	?
53	Cn1cc(/C=C2\SC(=S)N(N3CCOCC3)C2=O)c2ccccc21	10%	4%	-1%	1	-1.2	8%	1%	3%
54	O=C(Nc1ccccc1Cl)NC1CCCCCCC1	5%	4%	2%	2	-2.8	4%	10%	-23%
55	Cc1cccc(NC(=O)C2CCN(S(=O)(=O)c3cccs3)CC2)c1	8%	1%	5%	-11	0.3	-29%	3%	6%
56	Cc1ccc2nc(-c3ccc(SCC(=O)N4CCc5ccccc54)nc3)[nH]c2c1	-1%	-2%	12%	-3	-44*	0%	-2%	7%
57	O=C(Cc1ccccc1)Nc1ccccc1C(=O)N1CCCCCC1	-3%	1%	4%	3	-4.4	-2%	-4%	10%
58	C=CCC(C)(NCc1ccccc1)c1ccc(C)cc1 (stereo not given)	7%	1%	17%	0	-1.2	8%	-5%	1%
59	COCCNC(=O)/C(C#N)=C/c1cn(CC(=O)NCc2ccco2)c2ccccc12	-12%	2%	9%	-5	-3.2	-6%	-10%	-21%
60	Cc1cc(C)c(C)c(C(=O)C(=O)c2ccccc2)c1	5%	·	7%	0	0.1	2%	-4%	-7%
61	CCC(c1nnnn1C1CCCCC1)N1CCN(C(=O)c2ccco2)CC1 (stereo not given)	4%[57.1 µM]	2%	-3%	-1	1.0	-1%	1%	-22%
62	O=C(O)CC1(CC(=O)N2CCC(C(=O)O)CC2)CCCC1	5%	0%	3%	11	-1.9	-7%	4%	-9%
63	CCc1nnc(NC(=O)c2cccc(S(=O)(=O)N(C)c3ccccc3)c2)s1	-11%	-1%	-1%	3	1.4	?	7%	-3%
64	Cc1cc(N/C=C\c2nnnn2-c2ccc(F)cc2)no1	-14%[57.1 µM]	0%	10%	3	0.7	0%	-16%	-6%
65	CN1CCN(S(=O)(=O)c2ccc(SCCOc3ccc(Cl)cc3)nc2)CC1	2%	-7%	3%	0	-3.7	4%	7%	0%

This is a subset; rates above refer to the full screens.
